Platelet DG rel = modulates dense granule release in human platelets; human platelet-rich plasma, SFLLRN dense granule ATP release, luminescence; inhibition, %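 (compounds screened at 7.5 µM in platelet-rich plasma)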; hit rate 0.22% among 300,000;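 active means mean replicate score, as percent of positive control, at or above 50; inconclusive means mean below 50 but at least one replicate at or above 50; inactive means mean and every replicate below 50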
RGS4 inh = inhibitors of human RGS4; P49798; hit rate 0.45% among 310,000; B-score at 10 µM; HEK293 M3R/RGS4 inducible, Fluo-4 calcium flux; active compounds read high; triggered by carbachol at its EC20; AID 463165;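 active means B-score, a plate-corrected calcium signal, over three deviations above library mean, with baseline fluorescence within five deviations of library mean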;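 further: RGS4 expression induced by doxycycline in cells with stable M3 receptor; B-score is computed from the integrated fluorescence ratio over baseline after carbachol; higher B-score means a larger calcium signal and so more RGS4 inhibition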
MrgX1 antagonist = human MrgX1 receptor antagonism, primary screen; Q96LB2; MRGX1-HEK293 calcium flux, Fluo-4, BAM8-22 antagonism; active compounds read low; B-score at 10 µM; hit rate 1.3% among 310,000; AID 588676;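 active means calcium-response B-score plate-corrected more than 3 library SD below zero, starting fluorescence within 5 deviations, no agonist response on first addition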;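 further: peak minus trough fluorescence over baseline after final BAM8-22 challenge near maximal dose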
TRPC6 act = mouse TRPC6 channel activation. AID 2550. HEK293-TRPC6 membrane potential dye fluorescence; active compounds read high. Q61143. B-score at 10 µM. hit rate 0.13% among 310,000;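 active means B-score of the integrated fluorescence ratio above library mean plus 3 SD, and starting fluorescence ratio within library mean plus 5 SD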;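 further: higher score means more depolarization so channel activation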
Target sequence (Q61143 whole entry, looked up): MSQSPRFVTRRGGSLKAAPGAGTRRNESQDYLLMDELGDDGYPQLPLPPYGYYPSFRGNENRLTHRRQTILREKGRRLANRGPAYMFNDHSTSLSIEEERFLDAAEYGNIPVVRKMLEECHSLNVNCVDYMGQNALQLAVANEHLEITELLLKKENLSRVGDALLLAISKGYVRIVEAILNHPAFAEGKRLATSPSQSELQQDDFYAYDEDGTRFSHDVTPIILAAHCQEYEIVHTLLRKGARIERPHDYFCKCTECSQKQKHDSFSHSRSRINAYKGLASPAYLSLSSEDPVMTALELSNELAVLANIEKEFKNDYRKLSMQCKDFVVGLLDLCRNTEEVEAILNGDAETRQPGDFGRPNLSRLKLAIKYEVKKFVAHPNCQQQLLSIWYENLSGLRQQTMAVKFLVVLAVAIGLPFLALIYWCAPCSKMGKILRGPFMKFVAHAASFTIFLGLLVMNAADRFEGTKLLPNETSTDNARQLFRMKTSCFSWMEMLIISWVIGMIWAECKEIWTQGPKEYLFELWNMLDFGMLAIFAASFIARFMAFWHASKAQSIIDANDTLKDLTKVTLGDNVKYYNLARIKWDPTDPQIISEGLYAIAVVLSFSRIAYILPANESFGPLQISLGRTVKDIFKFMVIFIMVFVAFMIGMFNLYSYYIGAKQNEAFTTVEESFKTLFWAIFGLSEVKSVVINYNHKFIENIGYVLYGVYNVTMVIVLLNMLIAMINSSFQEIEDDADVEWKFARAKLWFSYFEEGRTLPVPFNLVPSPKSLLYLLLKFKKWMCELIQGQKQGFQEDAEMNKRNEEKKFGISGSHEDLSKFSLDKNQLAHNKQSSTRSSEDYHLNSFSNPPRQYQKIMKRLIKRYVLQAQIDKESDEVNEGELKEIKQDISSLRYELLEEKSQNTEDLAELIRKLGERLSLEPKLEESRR
TRPC6 inhibitor = inhibitors of mouse TRPC6 channel; hit rate 1.1% among 310,000; HEK293-TRPC6, membrane potential dye, ACh-evoked depolarization; active compounds read low; B-score at 10 µM; Q61143;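 active means B-score under library mean minus 3 SD, initial fluorescence not abnormally high, positive integrated signal ratio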;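 further: B-score derived from integrated fluorescence ratio over the kinetic read; more negative B-score means stronger inhibition of depolarization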
TRPC4 inh = inhibitors of mouse TRPC4 channel | Q9QUQ5 | HEK293 TRPC4beta/mu-opioid, DAMGO-evoked Fluo4 calcium flux; active compounds read low | B-score at 10 µM | hit rate 0.39% among 300,000;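 active means B-score over 3 SD under the library average, no early fluorescence shift, positive overall ratio signal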
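System: stable TRPC4beta/mu-opioid receptor HEK293 cells; Dosing: single-point compound dosing; Measured by: Fluo4 Ca2+ flux fluorescence; Read-out basis: per-well B score of integrated baseline-normalized Fluo4 ratio.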
MrgX1 allo act = human MrgX1 positive allosteric modulation, primary screen | hit rate 0.63% among 310,000 | B-score at 10 µM | MrgX1-HEK293, Fluo-4 calcium flux, FDSS; active compounds read high;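 active means plate-corrected calcium response at least 3 library SD above typical, normal starting fluorescence, not activating the receptor alone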;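 further: compound read alongside a low EC10 to EC30 dose of BAM8-22 agonist; peak minus trough fluorescence over baseline measured at the second addition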
HIF activator = HIF pathway transcriptional activation; hit rate 0.32% among 300,000; U2OS HRE-luciferase reporter, luminescence; normalized: DMSO 0%, desferrioxamine 100%; activation, % at 7.5 µM (by protocol);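 active means mean activation of at least 10% of the iron chelator positive control signal, with at least half of replicates also reaching 10%; inconclusive means mean and replicate majority disagree about reaching 10%; inactive means mean and most replicates under 10%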
SKKanGAS inh = SKKanGAS growth inhibition | inhibition, % at 7.5 µM | AID 1662 | S. pyogenes SKKanGAS, kanamycin growth, BacTiter-Glo, 6 h | hit rate 1.3% among 300,000;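 active means mean replicate score, as percent of positive control median, at least 50; inconclusive means mean below 50 but one replicate at or above 50; inactive means mean and every replicate below 50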;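 further: strain carries kanamycin resistance gene driven by streptokinase promoter and grows in 40 µg/ml kanamycin; loss of luminescence reflects streptokinase promoter inhibition or plain growth inhibition; 0% = median of DMSO wells and 100% = positive control at its reference dose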
MrgX1 ag = human MrgX1 receptor agonism, primary screen; Q96LB2; MrgX1-HEK293 cells, Fluo-4 calcium fluorescence, agonist mode; active compounds read high; B-score at 10 µM; hit rate 0.44% among 310,000; AID 588627;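 active means calcium response B-score plate-corrected fluorescence ratio at least 3 library SD, with starting fluorescence B-score inside 5 SD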
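System – MrgX1-expressing HEK293 cells · Incubation – cells plated overnight, dye loaded 0.5 h 37 °C, 0.5 h room temperature · Technique – kinetic Fluo-4 NW fluorescence of intracellular calcium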
RGS4 act = RGS4 potentiation or activation. HEK293 M3R/inducible RGS4, carbachol calcium flux Fluo4; active compounds read low. B-score at 10 µM. hit rate 0.92% among 310,000;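 active means B-score of the integrated calcium signal more than 4 SD below the library mean, with starting fluorescence not abnormally high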;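 further: negative B-score means reduced calcium response which marks RGS4 activation or potentiation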
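Also added: carbachol at ECmax as muscarinic agonist stimulus; Assay system: HEK293 cells with stable M3R and inducible RGS4; Timing: overnight RGS4 induction, 30 min dye load 37 °C, 20 min compound RT; Measured by: Fluo4-AM (2 µM) calcium-flux fluorescence, kinetic read.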
Active calls of the source: *; i = inactive; u = inconclusive; x = no result given.

Every second line gives: TRPC6 inhibitor	SKKanGAS inh	TRPC6 act	Platelet DG rel	RGS4 inh	MrgX1 ag	RGS4 act	TRPC4 inh	HIF activator	MrgX1 antagonist	MrgX1 allo act
> O=C(Cc1ccc(Br)cc1)Nc1ccc(S(=O)(=O)N2CCCC2)cc1
→ i	3	i	-8	i	i	i	i	-0.2	i	i
> CC(C)c1ccc(/C=C2\SC(N3CCCC3)=NC2=O)cc1
→ i	3	i	12	i	i	i	i	-0.1	i	i
> Cc1cc(/N=C/N(C)C)on1
→ i	0	i	1	i	i	i	i	-0.1	i	i
> COC(=O)c1ccc(-n2c(C)cc(C(=O)COC(=O)CC3Sc4ccccc4NC3=O)c2C)cc1 (centres undefined)
→ i	26	i	-34	i	i	i	i	0.8	i	i
> COc1ccc(CCN2C(=O)C3C4C=CC(C5CC45)C3C2=O)cc1OC (centres undefined)
→ i	-3	i	-26	i	i	i	i	-0.1	i	i
> CSc1ccc(NC(=O)NCCCN2CCN(c3ccccc3F)CC2)cc1
→ i	-13	i	-10	i	i	i	i	-0.4	i	i
> COc1ccc(OC)c(NC(=O)c2ccc(CSc3nnc(C)s3)cc2)c1
→ i	1	i	-3	i	i	i	i	0.0	i	i
> C/C(Cc1ccccc1)=N/NC(=O)CNC(=O)C(c1ccccc1)c1ccccc1
→ i	-1	i	0	i	i	i	i	0.4	i	i
> COCc1nc2oc3ccc(F)cc3c(=O)c2cc1C(=O)OC
→ i	-1	i	5	i	i	i	i	2.2	i	i
> CC1CCCC(NC(=O)C2CCN(S(=O)(=O)N3CCC4(CC3)OCCO4)CC2)C1C (centres undefined)
→ i	-9	i	11	i	i	i	i	x	i	i
> NNC(=O)CSCc1nc(-c2ccccc2)cs1
→ i	-1	i	6	i	i	i	i	0.6	i	i
> Cc1ccc(Oc2c(C(N)=O)cc([N+](=O)[O-])cc2[N+](=O)[O-])cc1
→ i	-3	i	11	i	i	i	i	5.7	i	i
> O=C(C1CCCO1)N1CCN(C(=S)Nc2ccccc2)CC1 (centres undefined)
→ i	-3	i	-2	i	i	i	i	-0.6	i	i
> Cc1ccc(C)c2c1c1ccccc1n2C
→ i	-7	i	-2	i	i	i	i	0.5	i	i
> O=C(O)CC(NCc1ccco1)C(=O)Nc1cccc(O)c1 (centres undefined)
→ i	-2	i	3	i	i	i	i	-0.8	i	i
> NNC(=O)c1[nH]c2ccc(Cl)cc2c1-c1ccccc1
→ i	4	i	22	i	i	i	i	4.9	i	i
> COc1cc(C(=O)NNC(=O)c2ccc(NC(C)=O)cc2)cc(OC)c1OC
→ i	21	i	0	i	i	i	i	-0.4	i	i
> CCOc1ccc(/C=C(\C#N)C(=O)NC2CC2)c(OCC)c1
→ i	-8	i	-11	i	i	i	i	-0.4	i	i
> CCN(CC)Cc1c(C(=O)N/N=C/c2c(Cl)cccc2Cl)nnn1-c1nonc1N
→ i	-3	i	-11	i	i	i	i	-0.7	i	i
> CC(OC(=O)CCC(=O)c1ccccc1)C(=O)Nc1ccc(F)cc1 (centres undefined)
→ i	-2	i	-3	i	i	i	i	0.3	i	i
> COc1ccc(C(=O)Nc2ccc3oc(-c4cccc(F)c4)nc3c2)cc1OC
→ i	17	i	-6	i	i	i	i	0.2	i	i
> CCC(C)NC(=O)C1CCN(C(=O)N(C)C)CC1 (centres undefined)
→ i	-11	i	-10	i	i	i	i	-0.3	i	i
> O=C(CNC(=O)[C@@H]1Cc2ccccc2CN1)NC1CCCC1
→ i	-2	i	-3	i	i	i	i	0.2	i	i
> Cc1cc(C(=O)NCc2cccs2)cs1
→ i	1	i	8	i	i	i	i	0.3	i	i
> Cc1oc(C(=O)O)cc1COc1ccc2c(C)cc(=O)oc2c1
→ i	-4	i	-2	i	i	i	i	0.4	i	i
> Cc1cccc(N2CC(C(=O)Nc3ccc(S(=O)(=O)NCC4CCCO4)cc3)CC2=O)c1C (centres undefined)
→ i	-15	i	-1	i	i	i	i	0.3	i	i
> COc1ccc(C2=NCCc3cc(OC)c(OC)cc32)cc1OC
→ -7.4*	5	i	0	i	i	i	i	x	i	i
> COc1ccc(NC(=O)CC2(Cc3ccccc3)CCOC(C)(C)C2)cc1 (centres undefined)
→ i	-1	i	2	i	i	i	i	-0.4	i	i
> O=C(CN(Cc1ccco1)C(=O)Cn1nnc(-c2ccc(F)cc2)n1)NC1CCCC1
→ i	-3	i	0	i	i	i	i	-0.3	i	i
> COc1ccccc1NC(=O)Nc1ccnn1C1CCN(C(=O)c2ccccn2)CC1
→ i	6	i	-14	i	i	i	i	-0.4	i	i
> Cc1nc(N2CCN(c3ccc(Cl)cc3)CC2)[nH]c(=O)c1C
→ i	-15	i	8	i	i	i	i	-0.1	i	i
> Nc1cccc2c1nnn2C1OC(CO)C(O)C(O)C1O (centres undefined)
→ i	2	i	-28	i	i	i	i	x	i	i
> Cc1ccccc1C(=O)NC1CCN(C(=O)N2CCOCC2)CC1
→ i	-3	i	u	i	i	i	i	0.1	i	i
> CCC1CCc2sc(C(=O)NCC(c3ccc(OC)cc3)N3CCCC3)cc2C1 (centres undefined)
→ i	0	i	2	i	i	i	i	-0.9	i	i
> O=C(Nc1ccc2oc(=O)ccc2c1)c1cc([N+](=O)[O-])ccc1N1CCOCC1
→ i	3	i	-2	i	i	i	i	0.1	i	i
> O=C(NN1CCOCC1)c1cc(-c2ccncc2)nc2ccccc12
→ i	-6	i	10	i	i	i	i	-0.9	i	i
> O=C(Nc1ccccc1Cl)NC1(C(=O)NCc2ccncc2)CCCCC1
→ i	0	i	2	i	i	i	i	0.0	i	i
> CCOc1ccc(S(=O)(=O)c2cn(C)c3cc(OC)c(OC)cc3c2=O)cc1
→ i	-5	i	-3	i	i	i	i	0.0	i	i
> Cc1ccc(S(=O)(=O)NC(=O)Nc2nc(-c3ccc(F)c(F)c3)cs2)cc1
→ i	-10	i	-20	i	i	i	i	0.1	i	i
> Cc1cc([N+](=O)[O-])nn1CC(=O)NCc1ccccc1
→ i	0	i	-3	i	i	i	i	0.1	i	i
> CNC(=O)N(O)C1N(/N=C/c2ccccc2O)C(=S)SC1(C)C (centres undefined)
→ i	6	i	3	i	i	i	i	-0.1	i	i
> COc1cccc(NC(=O)NCc2ccccc2Cl)c1
→ i	0	i	6	i	i	i	i	1.6	i	i
> CC(OC(=O)c1ccc2c(=O)n3c(nc2c1)CCCCC3)C(N)=O (centres undefined)
→ i	5	i	-1	i	i	i	i	0.2	i	i
> COc1cccc2sc(N3CCN(C(=O)C4COc5ccccc5O4)CC3)nc12 (centres undefined)
→ i	16	i	4	i	i	i	i	-1.3	i	i
> COc1ccc(C2NC(=S)NC3=C2N2CCC3CC2)cc1 (centres undefined)
→ i	14	i	26	i	i	i	i	-0.4	i	i
> CCN(CC)c1ccc(/C=C2/C(=O)N(c3ccc([N+](=O)[O-])cc3)N=C2N2CCOCC2)cc1
→ i	1	i	-10	i	i	i	i	-0.1	i	i
> COc1ccccc1CNS(=O)(=O)c1ccc2c(c1)NC(=O)CO2
→ i	-8	i	3	i	i	i	i	0.4	i	i
> COc1ccc(CN2C(=O)c3cccnc3C2Nc2ccc(C)cc2)cc1 (centres undefined)
→ i	2	i	0	i	i	i	i	0.1	i	i
> Cn1c(/C(C#N)=C(\O)c2ccc(Br)s2)nc2ccccc21
→ i	-7	i	1	i	i	i	i	2.6	i	i
> CCOc1ccccc1C(=O)NN1CCOCC1
→ i	-10	i	1	i	i	i	i	-0.6	i	i

Other compounds follow.
Every second line gives: TRPC6 inhibitor	SKKanGAS inh	TRPC6 act	Platelet DG rel	RGS4 inh	MrgX1 ag	RGS4 act	TRPC4 inh	HIF activator	MrgX1 antagonist	MrgX1 allo act
> O=C(Nc1cccc2cccnc12)c1cc(F)c(F)cc1Cl
→ i	17	i	6	i	i	i	i	0.5	i	i
> CCOC(=O)C1CCN(S(=O)(=O)Cc2ccccc2)CC1
→ i	-2	i	5	i	i	i	i	-0.4	i	i
> COc1cccc(NC(=O)CSc2nc3c(c(-c4ccco4)c2C#N)CCCC3)c1
→ i	-2	i	-10	i	i	i	i	0.0	i	i
> COc1ccc(OC)c(N(CC(=O)Nc2ccccc2F)S(=O)(=O)c2ccccc2)c1
→ i	3	i	-3	i	i	i	i	-0.4	i	i
> O=c1cc(CN2CCN(c3ccccc3)CC2)c2c(ccc3ccccc32)o1
→ i	x	i	x	i	i	i	i	x	i	i
> Cc1cc(C)n2nc(C(=O)NCCc3ccccc3)nc2n1
→ i	0	i	5	i	i	i	i	2.1	i	i
> CCNC(=O)OCc1cn(-c2ccc(Cl)cc2)nn1
→ i	-7	i	0	i	i	i	i	1.4	i	i
> COc1ccc(C(=O)C2CCCN(C(=O)CSC)C2)cc1OC (centres undefined)
→ i	-2	i	-2	i	i	i	i	1.0	i	i
> Cc1ccc(-n2ncc(C(=O)Nc3cc(Cl)cc(Cl)c3)c2C2CCNCC2)cc1C
→ -6.9*	-6	i	6	i	x	i	i	-0.5	x	x
> CC(C)(C)c1cc[n+](/C(C(=S)NC2CC2)=C(/[O-])c2ccc(Cl)s2)cc1
→ i	10	i	-5	i	i	i	i	0.7	i	i
> COc1cc(/C=C/C(=O)c2ccc3c(c2)OCO3)cc(Cl)c1O
→ i	22	52*	8	i	i	i	i	-0.4	i	i
> Cc1ccc2oc(=O)c3cc(C(=O)NCc4ccco4)sc3c2c1
→ i	-4	i	23	i	i	i	i	0.6	i	i
> CCOc1ccc(C(C)=O)cc1N1C(=O)C2C3C=CC(O3)C2C1=O (centres undefined)
→ i	1	i	-3	i	32*	i	i	0.1	i	i

Compound activity from PubChem BioAssay.
